# CAL PDZ FP-1 – inhibitors of human CAL PDZ peptide binding. actives 0.02% (n = 330,000). Q9HD26. purified CAL PDZ, TMR-peptide fluorescence polarization, 1 h. AID 504414. inhibition, % at 20 µM;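 active = highest replicate inhibition of at least 40%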;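 also: plate controls were DMSO neutral control wells for no effect and unlabeled competitor peptide control wells for full effect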
#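 System: purified tagged CAL PDZ domain construct (CerCALP). Schedule: 1 h incubation at room temperature before polarization reading. Medium: 25 mM sodium phosphate pH 7.4, 150 mM NaCl, TCEP, IgG, Thesit. Read-out: percent inhibition from loss of millipolarization. Measured by: FP readout, S and P plane fluorescence. Probe or stimulus: fluorescent TMR peptide probe.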
# MITF TRPM1 HTS – increases MITF-driven TRPM1 promoter luciferase signal; AID 588334; activation, % at 12.5 µM; actives 0.75% (n = 300,000); SK-MEL-5 TRPM1-promoter luciferase, 24 h; % of positive control, neutral wells = 0;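 active = mean activation of at least 80% with every replicate also reaching 80%; inconclusive = mean reaches 80% but some replicate falls short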;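 also: 0% = neutral control wells and 100% = parthenolide positive control wells; values of inactives mirror those of a sister screen read the other way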
# Rtt109 HAT inh – C. albicans Rtt109 histone acetyltransferase inhibition | actives 0.16% (n = 330,000) | AID 540336 | inhibition, % at 34.9 µM | purified Rtt109/Vps75, ThioGlo CoA-SH fluorescence, 4 h | Q5AAJ8;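 active = inhibition of at least 50% in every replicate; inconclusive = best replicate reaches 50% inhibition but some replicates fall short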
# Target sequence (Q5AAJ8 whole entry, looked up): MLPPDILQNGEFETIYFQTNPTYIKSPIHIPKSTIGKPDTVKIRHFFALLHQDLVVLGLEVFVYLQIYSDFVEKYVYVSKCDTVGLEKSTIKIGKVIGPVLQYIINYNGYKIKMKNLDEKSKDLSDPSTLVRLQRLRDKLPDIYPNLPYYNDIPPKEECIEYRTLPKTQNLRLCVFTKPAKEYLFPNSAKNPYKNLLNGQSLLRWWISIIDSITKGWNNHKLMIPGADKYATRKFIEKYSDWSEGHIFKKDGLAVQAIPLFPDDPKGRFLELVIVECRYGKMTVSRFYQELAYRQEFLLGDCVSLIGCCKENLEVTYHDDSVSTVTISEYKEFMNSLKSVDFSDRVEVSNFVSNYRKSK
# NSD2 HMT inh – inhibitors of human histone methyltransferase NSD2; NSD2 peptide methylation, AlphaScreen, 120 min; AID 743445; inhibition, % at 12.5 µM; actives 0.54% (n = 310,000); in the data active = inhibition above about 50%
# CAL PDZ FP-2 – blocks peptide binding to the human CAL PDZ domain. AID 602252. actives 0.92% (n = 300,000). purified CAL PDZ, TMR-peptide fluorescence polarization, 1 h. inhibition, % at 24.9 µM;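 active = mean inhibition of at least 30% with at least half of replicates also reaching 30%; inconclusive = no clear call, values can overlap the other calls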;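 also: 0% = DMSO neutral control and 100% = excess unlabeled competitor peptide PRC23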
# dFosB activator – enhances mouse delta FosB homodimer DNA binding. P13346. activation, % at 25 µM. actives 0.99% (n = 340,000). purified delta FosB, TAMRA-CDK5 oligo fluorescence polarization; percent of positive-control signal above neutral wells;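 active = mean activation above about 17%, with every replicate also reaching it, limit read from the data, passing the limit was not always enough; inconclusive = only one of the two conditions met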;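 also: fluorescence polarization rise as delta FosB binds a TAMRA Cdk5 AP-1 oligo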
# Target sequence (P13346 whole entry, looked up): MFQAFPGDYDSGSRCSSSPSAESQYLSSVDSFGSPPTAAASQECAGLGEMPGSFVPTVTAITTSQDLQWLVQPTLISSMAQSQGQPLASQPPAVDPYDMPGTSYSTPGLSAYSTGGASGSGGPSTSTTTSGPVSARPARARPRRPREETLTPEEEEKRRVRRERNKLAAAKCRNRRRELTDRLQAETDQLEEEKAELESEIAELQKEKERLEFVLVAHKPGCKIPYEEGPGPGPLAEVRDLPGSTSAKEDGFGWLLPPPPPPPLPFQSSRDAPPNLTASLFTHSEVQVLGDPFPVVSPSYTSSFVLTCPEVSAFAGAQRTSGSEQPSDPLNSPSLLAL
# PfHsp90 set2 – growth inhibition of yeast expressing Plasmodium Hsp90 | S. cerevisiae expressing PfHsp90, BacTiter-Glo ATP, 48 h; yeast lacking PDR1 and PDR3 efflux regulators | inhibition, % at 9.4 µM | actives 0.32% (n = 310,000) | AID 504621;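 active = every replicate shows inhibition above about 80%, whatever the replicate mean, limit read from the data; inconclusive = mean inhibition reaches the set limit but some replicate falls short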;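 also: 0% = DMSO neutral controls and 100% = 20 µM radicicol positive controls; yeast relying on Plasmodium falciparum Hsp90 in place of its own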
# PvdQ acylase – P. aeruginosa PvdQ acylase inhibition | purified PvdQ acylase, fluorescence plate reader | inhibition, % at 10 µM | actives 0.063% (n = 340,000) | AID 488965; in the data active = inhibition above about 30%, passing the limit was not always enough; inconclusive = no clear call, values can overlap the other calls;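 also: 0% = vehicle neutral wells and 100% = reference inhibitor wells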
# SR-BI uptake up – activators of SR-BI mediated HDL lipid uptake. CHO ldlA[mSR-BI] cells, DiI-HDL uptake fluorescence, 3 h; 100 = double the neutral-control signal. activation, % at 12.5 µM. actives 0.096% (n = 320,000);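 active = mean replicate activation of at least 60% and every replicate at or above 60%; inconclusive = mean or all-replicate condition met, but not both; inactive = mean below 60% and not all replicates reaching 60%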;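 also: 0% = median plate neutral-control signal and 100% = twice that signal; values of inactives mirror those of a sister screen read the other way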
#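 Test system: SR-BI-overexpressing, LDLR-lacking CHO cells. Measured by: DiI fluorescence, bottom read. Medium: Ham's F12 with 0.5% BSA, HEPES 25 mM, pH 7.4. Timing: 3 h uptake period with compound, 37 °C.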
# SR-BI DiI inh – blocks mouse SR-BI lipid uptake from DiI-HDL; Q61009; ldlA[mSR-BI] CHO cells, DiI-HDL uptake fluorescence, 3 h; inhibition, % at 12.5 µM; actives 0.96% (n = 320,000); AID 488896;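 active = mean replicate inhibition of at least 70% and a set share of replicates each scoring 70 or more; inconclusive = meets just one of the two criteria; inactive = fails both criteria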;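 also: 0% = median of neutral control wells and 100% = median of positive control wells; values of inactives mirror those of a sister screen read the other way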
# Starred values were filed as active, the others as inactive; ? = inconclusive; · = not tested or not shown.
SMILES,CAL PDZ FP-1,MITF TRPM1 HTS,Rtt109 HAT inh,NSD2 HMT inh,CAL PDZ FP-2,dFosB activator,PfHsp90 set2,PvdQ acylase,SR-BI uptake up,SR-BI DiI inh
CC1(C)Cc2c(cnn2-c2ccc(F)cc2)C(NC(=O)CCCN2CCCCC2=O)C1 (stereo unspecified),-1.9,-4,-5,1,-4,-9,6,-9,-1,1
Cc1cc(C)n2nc(C(=O)OCCOc3ccc(F)cc3)nc2n1,-2.5,0,-2,-5,7,-11,-4,-14,15,-15
CC(C)Sc1nc(NCc2ccco2)c2c3c(sc2n1)COC(C)(C)C3,-1.6,30,4,5,-4,6,-11,-16,-20,20
Cc1cc(Br)c(NC(=O)CCNC(=O)OCc2ccccc2)cc1C,0.3,0,15,-3,·,6,-13,-2,-13,13
O=C(NCCCn1ccnc1)c1ccc(COc2ccccc2)o1,-2.7,-10,-1,-1,-4,-5,·,-10,-13,13
Nc1nc(N2CCN(c3cccc(Cl)c3)CC2)n[nH]1,0.4,-13,7,-3,-3,2,19,-8,-2,2
COc1ccc(COC(=O)C2=C(C)NC(=O)NC2c2cccc(OC)c2OC)cc1 (stereo unspecified),-20,-6,2,0,-1,-2,21,-9,6,-6
CN(C)c1cccc(C(=O)Nc2nnc(Cc3ccccc3)s2)c1,-1.5,42,-8,-10,·,-3,-10,-10,·,·
CN(C)S(=O)(=O)c1ccc(Cl)c(NC(=O)CN2CCCCCC2)c1,-0.8,4,-1,-4,-2,-3,29,-7,-2,2
COc1ccc(C(C)(C)NC(=O)C2CCC(=O)N(CCCN3CCCC3=O)C2)cc1 (stereo unspecified),-3.1,-3,0,2,-6,-1,-1,-19,22,-22
O=C(O)c1ccc(NC(=O)C2(c3ccccc3)CCCC2)cc1,0.4,4,-3,-3,-3,4,8,-10,20,-20
CCCN(CCC)S(=O)(=O)c1ccc(C(=O)N2CCCc3ccccc32)cc1,-1.4,-16,16,-3,4,-10,10,-1,-66,66
CCOCCCNS(=O)(=O)c1ccc2c(c1)OCCO2,-1.1,-5,-3,2,-3,-6,-17,-7,-4,4
COC(=O)CCC(=O)NNC(=O)CCC(=O)Nc1cccc(Cl)c1C,-1.3,-3,7,-1,-1,1,-7,-3,5,-5
Cc1ccc(N/C=C2\CCCCC2=O)nc1,-0.3,45,9,1,-22,-2,-1,0,22,-22
CCOc1ccccc1C1CC(=O)NC(SCC)=C1C#N (stereo unspecified),-1.7,-1,·,1,1,-1,11,0,9,-9
O=C1c2cccc(Sc3ccccc3)c2C(=O)c2c(Sc3ccccc3)cccc21,-0.2,·,9,76*,·,-12,1,5,-14,14
O=C(NCC1CCCN(C(=O)NCc2ccccc2)C1)c1ccc2c(c1)OCO2 (stereo unspecified),0.8,5,-16,-5,·,-11,-4,-5,25,-25
O=C(CCCc1ccccc1)Nc1ccnn1C1CCN(Cc2ccccn2)CC1,2.5,5,-2,-1,1,-9,-23,-7,·,43
O=C(CSc1nnc(-c2ccccn2)o1)Nc1ccccc1C(F)(F)F,-0.4,48,-2,·,-12,10,-3,-20,8,-8
COc1ccc(-n2ncc3c2CC(C)(C)CC3NC(=O)C2CCN(C(C)=O)CC2)cc1 (stereo unspecified),-1.7,10,1,1,3,-10,-26,-20,24,-24
COc1ccc(Cl)cc1N(CC(=O)N1CCCCCC1)S(C)(=O)=O,-0.4,·,-6,-1,-3,3,7,-13,2,-2
Cc1ccc(C)c(C(=O)CN2C(=O)NC3(CCc4ccccc43)C2=O)c1 (stereo unspecified),-1.1,·,3,-6,-4,-9,-2,-6,-19,19
Cc1ccc(NC(=O)CCS(=O)(=O)c2cccc3nonc23)cc1Cl,-0.2,11,0,-1,·,-7,-9,6,·,·
O=C(COC(=O)c1cccnc1Cl)Nc1cc(S(=O)(=O)N2CCCCCC2)ccc1Cl,-3.6,3,-12,-1,-2,-6,-5,-10,-14,14
COc1ccc(N2CCN(C(=O)COC(=O)CCOc3ccc(C(C)(C)C)cc3)CC2)cc1,-2.2,-9,-2,0,-3,-8,-35,-11,0,0
CCN(CC(=O)Nc1sc2c(c1C#N)CCCC2)CC(=O)NC1CCS(=O)(=O)C1 (stereo unspecified),-2.8,-5,18,-1,-1,6,7,-1,·,·
COc1ccccc1NC(=O)Nc1nc(CC(=O)NC2CCCC2)cs1,-3.0,16,10,2,-6,-4,10,-3,-46,46
CCOC(=O)c1c(C)[nH]c(C(=O)COC(=O)c2cnccn2)c1C,0.9,-6,9,5,·,-4,6,-9,1,-1
CCCCCCC(=O)NNC(=O)c1c(O)c2ccccc2n(CCC)c1=O,-1.6,-15,-3,-1,-3,-10,·,-8,-3,3
CC(NC(=O)C1CCCC1)C1CC2CCC1C2 (stereo unspecified),0.0,-5,3,-2,-3,-3,47,-1,13,-13
COc1ccc(CCN2CC(C(=O)Nc3ccc4c(c3)OCO4)CC2=O)cc1OC (stereo unspecified),-0.8,-2,9,-1,-1,1,·,-3,35,-35
O=C(CCc1ccccc1)N/N=C\c1cc2c(cc1Br)OCO2,-4.4,1,-5,-1,0,-10,-29,-13,13,-13
O=C(NCCS(=O)(=O)NCc1ccccc1Cl)c1ccccc1,-1.0,-8,0,0,-3,5,-15,-7,28,-28
O=C(Nc1cccc(-n2cnnn2)c1)c1cnccc1Cl,-2.2,6,0,-1,-5,-11,-7,-9,10,-10
CCCn1c(SCc2ccccc2)nc2c1c(=O)[nH]c(=O)n2C,-2.8,7,5,1,-1,-2,-9,1,-14,14
O=C1NN(c2ccccc2)C(=O)C2C3C=CC(C4CC34)C12 (stereo unspecified),0.2,-1,-4,-1,2,0,-18,21,37,-37
CCCOc1ccc(C(=O)N2CCN(c3ccc(N)cc3Cl)CC2)cc1,-2.9,-1,-1,6,-3,-5,21,-8,-30,30
CCN(CC)c1ccc(C(=O)N/N=C(\C)c2cccnc2)cc1,-0.2,0,10,·,1,-3,·,-4,-8,8
COCCSc1ccccc1C(=O)Nc1cc([N+](=O)[O-])ccc1OC,-1.1,-12,2,-1,5,2,9,-5,-83,83*
O=C(O)c1cc2cc(Cl)cc(Cl)c2oc1=O,-0.3,-6,15,·,2,-6,-10,2,16,-16
N#CCc1nc(C(c2ccccc2)c2ccccc2)no1,-1.9,-4,-6,·,-1,-2,-33,-11,-11,11
C1CCC(OCCN2CCN(CCOC3CCCCC3)CC2)CC1,-2.2,-1,-2,3,-6,-5,-6,2,23,-23
O=S(=O)(NCCSc1nnc(-c2ccco2)n1-c1ccccc1)c1ccccc1,-0.8,·,-2,3,·,-9,-12,-12,-1,1
Cc1sc2ncnc(N3CCN(Cc4ccccc4)CC3)c2c1-c1ccccc1,-1.7,-7,8,-13,-4,-20,-72,-11,-12,12
CC(C)=CCOc1ccc2c(C)c(CC(=O)N3C[C@H]4C[C@@H](C3)c3cccc(=O)n3C4)c(=O)oc2c1C,-0.6,5,-25,·,1,-9,9,4,5,-5
COc1cc2c(c(OC)c1OC)-c1c(cc3c(c1O)OCO3)C[C@@H](C)[C@@H](C)C2,1.4,9,-2,·,0,-8,-14,-9,-52,52
COC(=O)c1ccc(NC(=S)NC2CCc3ccccc32)cc1 (stereo unspecified),-1.1,4,-5,0,-4,7,13,-18,-18,18
Cc1ccccc1OCC(O)CN (stereo unspecified),-3.5,-9,9,-5,-1,1,-11,8,1,-1
N#CC(C#N)=Cc1cccn1-c1ccc(C(=O)O)cc1,-2.2,1,37,100*,-9,-8,19,-6,9,-9
CC(C)C(=O)NC(=S)/C=C1/N(C)c2ccccc2C1(C)C,-1.9,-19,-6,12,-6,3,12,-7,-30,30
O=S(=O)(c1ccc(-c2ccon2)s1)N1CCOCC1,-1.1,-12,1,-3,11,-1,6,-9,11,-11
O=C(NC(=S)Nc1ccccc1Cl)c1cncc(C#Cc2ccccc2)c1,0.2,·,5,-1,·,-5,4,-8,24,-24
COc1cccc(-c2cc(N3C(=O)Nc4ccccc4N3O)n[nH]2)c1,-1.5,5,15,-2,·,0,-30,-14,18,-18
O=C(NCc1ccc(Cl)cc1)C(=O)N/N=C/c1ccc(Br)cc1,0.5,3,-2,-1,-1,-15,15,-3,-7,7
CC1Cc2ccccc2N1C(=O)CSc1nc2ccccc2o1 (stereo unspecified),-1.6,30,10,-2,·,-11,·,8,16,-16
CC1(C)CC(=O)C2=C(C1)N(Cc1ccccc1)C(=O)C2(NC(=O)C(C)(C)C)C(F)(F)F (stereo unspecified),-0.3,-9,14,4,-4,1,19,-8,17,-17
COc1cccc(/C=N/NC(=O)c2cc(-c3ccccn3)nc3ccccc23)c1O,-4.2,-44,1,3,·,-1,22,-5,-103,103*
CC(C)(C)NC(=O)NC(=O)CSc1cccc(C(F)(F)F)c1,-1.1,15,-11,-1,·,-14,33,-12,21,-21
Cc1cc([N+](=O)[O-])ccc1-c1ccc(C2Nc3ccccc3C(=O)N2O)o1 (stereo unspecified),·,-24,6,1,-2,-3,?,-12,-8,8

# The list goes on:
SMILES,CAL PDZ FP-1,MITF TRPM1 HTS,Rtt109 HAT inh,NSD2 HMT inh,CAL PDZ FP-2,dFosB activator,PfHsp90 set2,PvdQ acylase,SR-BI uptake up,SR-BI DiI inh
COc1ccccc1N(C)S(=O)(=O)c1ccc(Cl)c(C(=O)N2CCC2)c1,-1.6,-6,-3,0,-3,-4,·,-13,13,-13
O=C(Nc1cccc(NC(=O)c2ccc(Cl)cc2Cl)c1)c1cccnc1,-1.2,-5,1,-2,-1,12,12,3,·,·
CCN(CCCNC(=O)CCn1c(=O)[nH]c2ccccc2c1=O)c1ccccc1,0.4,10,2,1,-3,-3,19,-9,-31,31
C=CCCN(C(CC(C)C)C(=O)OC)S(=O)(=O)c1ccccc1Br (stereo unspecified),-1.5,-3,2,·,0,3,7,2,-8,8

# Three structures already listed, sorted by heavy-atom count, high to low.
SMILES,CAL PDZ FP-1,MITF TRPM1 HTS,Rtt109 HAT inh,NSD2 HMT inh,CAL PDZ FP-2,dFosB activator,PfHsp90 set2,PvdQ acylase,SR-BI uptake up,SR-BI DiI inh
O=C(Nc1cccc(NC(=O)c2ccc(Cl)cc2Cl)c1)c1cccnc1,-1.2,-5,1,-2,-1,12,12,3,·,·
C=CCCN(C(CC(C)C)C(=O)OC)S(=O)(=O)c1ccccc1Br (stereo unspecified),-1.5,-3,2,·,0,3,7,2,-8,8
CC(C)(C)NC(=O)NC(=O)CSc1cccc(C(F)(F)F)c1,-1.1,15,-11,-1,·,-14,33,-12,21,-21

# Bioassay records (PubChem BioAssay)
